PTHR1 agonist – qHTS for PTHR1 Agonists: Primary Screen | Potency, µM (doses to about 115 µM), without a hit: at the highest dose activation, actives largely listed as activators | 410,000 compounds, 0.075% hits | HEK293 GP2 PTHR1 cells, GloSensor cAMP luminescence, 1 h | Parathyroid hormone/parathyroid hormone-related peptide receptor (Homo sapiens), Q03431 | AID 743266, 2014; also: potency is read from the fitted curve at half-maximal effect; nearly all actives have a fitted effect of over 55% in size; some results filed as inactive show a strong effect at the top dose; inactives centre near -15; many of its hits are not listed in these tables
Target sequence (Q03431 whole entry, looked up): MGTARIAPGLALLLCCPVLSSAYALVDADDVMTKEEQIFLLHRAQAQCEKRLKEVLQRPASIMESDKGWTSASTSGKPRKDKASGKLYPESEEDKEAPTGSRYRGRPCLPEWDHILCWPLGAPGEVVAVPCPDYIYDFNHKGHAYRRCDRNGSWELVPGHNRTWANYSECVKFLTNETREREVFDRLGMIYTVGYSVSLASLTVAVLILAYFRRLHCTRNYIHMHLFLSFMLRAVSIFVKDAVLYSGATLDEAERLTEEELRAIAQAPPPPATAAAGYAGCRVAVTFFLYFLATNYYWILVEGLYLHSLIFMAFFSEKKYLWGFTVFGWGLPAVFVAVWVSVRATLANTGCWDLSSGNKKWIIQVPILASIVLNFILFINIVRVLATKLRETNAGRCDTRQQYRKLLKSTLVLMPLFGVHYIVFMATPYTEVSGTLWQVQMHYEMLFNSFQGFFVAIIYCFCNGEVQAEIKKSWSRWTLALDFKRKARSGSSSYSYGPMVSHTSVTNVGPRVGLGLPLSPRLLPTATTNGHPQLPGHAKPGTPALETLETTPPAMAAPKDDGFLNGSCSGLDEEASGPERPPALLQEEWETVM
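HEK-293-derived GP2 cells expressing PTHR1 and a GloSensor cAMP reporter, 3,000/well, plated overnight, given luciferin plus IBMX (each 0.5 mM as added) for 1 h at 37 °C, then compound for 1 h at 37 °C. Luminescence was read after 15 min at room temperature.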
GLP1R cytotox – qHTS of GLP-1 Receptor Inverse Agonists: Cytotox Screen | HEK293 cAMP-luciferase reporter cells, luminescence, 24 h | Potency, µM (top dose mostly 38.3 µM), inactives show top-dose activity change, negative = inhibition, most hits filed as inhibitors | 410,000 compounds, 0.13% hits | AID 624418, 2012;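 also: loss of luciferase light is scored as toxicity; potency is read from the fitted curve at half-maximal effect; % is scaled to controls: 0 for no effect and ±100 for the full control effect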
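A 23 nL compound transfer followed 12 hours of cell culture at 37 deg C; exposure then lasted 24 hr. Luciferase assay detection reagent was dispensed and plates read for luminescence after a 12 min room-temperature wait.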
GLP1R inv ag – qHTS of GLP-1 Receptor Inverse Agonists (Inhibition Mode). Glucagon-like peptide 1 receptor (Homo sapiens), P43220. HEK293 GLP-1R CRE-luciferase, luminescence, 24 h; GLP-1R form is constitutively active. Potency, µM (doses to about 38.3 µM), inactives show at the highest dose activity change, negative = inhibition, actives largely listed as inhibitors. 410,000 compounds, 1.6% hits. AID 624417, 2012; also: potency is read from the fitted curve at half-maximal effect; % is scaled to controls: 0 for no effect and ±100 for the full control effect; nearly all actives have a fitted effect of over 55% in size
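qHTS in 1536-well format: reporter HEK293 cells expressing constitutive GLP-1R activity in DMEM + 10% Nu serum, 24 hr with compounds at 37 deg C, luminescence read after 12 min with detection reagent.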
KB-V1 MDR tox – qHTS assay for MDR1-selective chemotherapeutics: Primary screen using the drug-selected MDR subline cells KB-V1. 400,000 compounds, 3.4% hits. KB-V1 MDR cells viability, CellTiter-Glo, 72 h. Potency, µM (doses to about 46.1 µM), inactives show at the top dose activity change, negative = cytotoxicity, hits mostly cytotoxic; also: potency is read from the fitted curve at half-maximal effect; % is scaled to controls: 0 for no effect and ±100 for the full control effect; nearly all actives have a fitted effect of over 60% in size
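Compound-treated KB-V1 multidrug-resistant cells, 72 h, 37 degrees C; viability by CellTiter-Glo. Fitted qHTS curves give the values.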
D3 antag – qHTS of D3 Dopamine Receptor Antagonist: qHTS | D(3) dopamine receptor (Homo sapiens), P35462 | D3R cells, DiscoveRx beta-arrestin luminescence, antagonist mode; stronger effect = lower value | max response, negative = inhibition, % | 360,000 compounds, 2.5% hits; in the data active = max response below about -50%; inconclusive = no clear call, values can overlap the other calls; also: % is scaled to controls: 0 for no effect and ±100 for the full control effect; mostly tested at two doses, the higher about 12 µM
Target sequence (P35462 whole entry, looked up): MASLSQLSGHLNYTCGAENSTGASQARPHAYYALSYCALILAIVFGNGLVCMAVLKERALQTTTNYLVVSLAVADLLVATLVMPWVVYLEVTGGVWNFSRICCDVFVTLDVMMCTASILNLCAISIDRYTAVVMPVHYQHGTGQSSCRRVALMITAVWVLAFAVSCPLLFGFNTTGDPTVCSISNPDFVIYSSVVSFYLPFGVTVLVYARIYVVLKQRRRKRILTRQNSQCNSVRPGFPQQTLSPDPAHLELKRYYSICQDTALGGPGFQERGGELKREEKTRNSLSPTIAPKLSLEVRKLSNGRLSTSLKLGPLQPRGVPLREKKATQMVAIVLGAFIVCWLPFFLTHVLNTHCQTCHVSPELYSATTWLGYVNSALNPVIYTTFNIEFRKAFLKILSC
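Cells expressing the human receptor were seeded at 1500 cells/well, incubated overnight at 37 degrees C in 5% CO2, then exposed to library compounds with dopamine controls for 90 minutes at 37 degrees C before luminescent detection.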
DRD3 agonist – qHTS of D3 Dopamine Receptor Agonist: qHTS. AID 652048, 2013. D3R DiscoveRx beta-arrestin cells, luminescence, 90 min. max activation, %. D(3) dopamine receptor (Homo sapiens), P35462. 410,000 compounds, 0.58% hits; in the data active = max activation above about 30%; also: 0% is about no effect; mostly tested at two doses, the higher about 12 µM
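Cells at 1500/well, incubated overnight, then treated with pinned compounds (dopamine as control) for 90 min at 37 degrees C. DiscoveRx reagent added for 30 - 60 minutes at room temperature; luminescence read.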
TDP43 rescue – qHTS of TDP-43 Inhibitors | TDP-43 expressing yeast growth rescue, BacTiter-Glo, 24 h | Potency, µM (doses to about 46.1 µM), inactives show at the top dose growth rescue (activation), usual class: activators | 410,000 compounds, 1.8% hits; also: potency is read from the fitted curve at half-maximal effect; % of control where 0% means no effect; nearly all actives have a fitted effect of over 50% in size
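Cell-based yeast growth screen: TDP-43 expression induced in galactose, inoculum OD600=0.02 after raffinose pregrowth to mid-log. Read-out BacTiter-Glo luminescence at 24 hr, 30 deg C; inhibition of toxicity seen as signal increase.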
GLP-1R agonist – qHTS of GLP-1 Receptor Agonists; Glucagon-like peptide 1 receptor (Homo sapiens), P43220; HEK293 GLP-1R CRE-luciferase, luminescence, 4-6 h; cells express a hypersensitive GLP-1R form; Potency, µM (series often up to 45.6 µM), without a hit: top-dose activation, most hits filed as activators; 380,000 compounds, 0.007% hits; AID 624172, 2012; also: potency is read from the fitted curve at half-maximal effect; % of control where 0% means no effect
aSyn yeast inh – qHTS of alpha-syn Inhibitors; Potency, µM (titrated, usually from 46.1 µM), for inactives: top-dose growth rescue (activation), actives largely listed as activators; 370,000 compounds, 0.14% hits; Yeast expressing alpha-synuclein, growth rescue, BacTiter-Glo, 24 h; also: potency is read from the fitted curve at half-maximal effect; % of control where 0% means no effect; nearly all actives have a fitted effect of over 65% in size
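Readout is rescue of growth in alpha-synuclein-expressing yeast, so inhibitors of toxicity appear as activators. Growth after 24 hr at 30 deg C in galactose medium is quantified by luminescence.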
An asterisk follows results filed as active; i = inactive; ? = inconclusive; / = not tested or not shown; [ ] = remark or other dose. Unless noted, calls follow the shape of the dose curve; as a rule, active = well fitted curve in the direction sought with a large enough effect; inconclusive = small, poorly fitted or top-dose-only effect, or another doubt; inactive = no such curve, though single readings can be large; an effect the other way counts as inactive or inconclusive.

SMILES	PTHR1 agonist	GLP1R cytotox	GLP1R inv ag	KB-V1 MDR tox	D3 antag	DRD3 agonist	TDP43 rescue	GLP-1R agonist	aSyn yeast inh
COc1ccc(NC(=O)CSc2nnc3scc(-c4ccc(Cl)cc4)n23)cc1	-32.5%[inhibitor]	1.0%	5.2%	0.1%	/	4.4	7.3%	/	/
CC1CC(C)CN(C(=O)C(C)N(C)CC(=O)Nc2ccccc2Cl)C1 (stereo unspecified)	i	-0.9%[7.66 µM]	-26.2%[7.66 µM]	?	-13.5	-10.6	-11.4%	1.6%	-6.4%
CCc1ccc2c(c1)cc(CN(C(=S)Nc1ccccc1C)C1CC1)c1nnnn12	-20.2%	-10.8%	70.4%[activator]	?	-16.9	-8.3	5.5%	23.5%	0.5%
COc1cccc(-c2c(C(=O)N/N=C/c3ccsc3)nnn2-c2nonc2N)c1	-22.9%	-3.3%	10.4%	?	-14.8	-5.3	-23.6%	11.8%	-2.6%
COc1ccccc1NC(=O)C(=O)c1cn(CC(=O)N2CCCC2)c2ccccc12	-15.0%	?	?	19.4%	15.3	-1.8	9.8%	-5.0%	0.1%
CC1(C)CC[C@@]23CC[C@]4(C)[C@@](OC2=O)(C3C1)[C@H]1O[C@H]1C1[C@@]2(C)CC[C@H](O)C(C)(C)C2CC[C@]14C (stereo partly specified)	i	2.8%	34.3%[activator]	18.8%	20.4	-5.3	16.9%	-7.1%	12.4%
Cc1ccc(NC(=O)Nc2ccc3c(c2)nnn3C)cc1C	i	-19.4%	36.0%	0.0%	12.1	0.1	-3.8%	5.4%	0.5%
CC1CCCC(C)N1C(=O)c1ccc(CS(=O)(=O)c2ccccc2)cc1 (stereo unspecified)	-57.5%[inhibitor]	-20.9%	-28.8%	/	-1.6	0.2	13.8%	0.0%	5.2%
O=C(CC(c1ccccc1)c1cc(Br)ccc1O)NCc1ccco1 (stereo unspecified)	-27.2%	-9.9%	11.2µM*	-2.5%	5.8	-0.6	12.6%	-18.1%	10.8%
Cc1ccc(NC(=S)NNC(=S)Nc2cccc(C(F)(F)F)c2)cc1	-14.9%	-18.5%	?	8.4%	-28.0	0.8	-10.8%[1.82 µM]	19.1%	-2.8%
CC1(c2nnc(-c3cccc(Cl)c3)o2)CC(c2cccnc2)=NO1 (stereo unspecified)	-15.9%	10.8%	14.7%	-2.1%	-16.6	-19.6	6.5%	0.1%	-1.7%
COCCOC(=O)c1c(C)n(C)c2ccc(OC(=O)c3ccco3)cc12	i	6.7%	0.0%	0.0%	3.3	7.6	-24.0%	-7.1%	-1.0%
Cc1cccc(C(=O)n2c(=S)nc3ccccn32)c1	-8.0%[57.5 µM]	-1.1%	?	-9.7%	66.2	-1.7	-2.7%	-11.1%	-24.9%
CCC(=O)Nc1ccc2c(c1)nc(CCNC(=O)c1ccco1)n2C	i	-1.8%	11.4%	?	-10.6	2.4	-5.7%	-0.2%	-7.1%
O=C1CN(C(=O)COC(=O)CCC(=O)c2ccc3c(c2)OCCO3)c2ccccc2N1	i	19.7%	-15.6%	14.3%	?	-12.9	-1.8%	14.3%	0.1%
COc1cccc(-c2nc(-c3ccc(-c4ccccc4)nc3OC)no2)c1	29.4%	0.4%	13.3%	11.4%	/	-1.5	6.3%	/	/
Cc1cccc(NC(=O)CSCC(=O)N(C)CCOc2ccc(Cl)cc2)c1	-24.7%	3.4%	?	4.1%	9.0	3.1	12.6µM*	4.5%	-2.0%
Cc1ccc(NC(=S)Nc2ccc(S(=O)(=O)Nc3ncccn3)cc2)c(C)c1	i	-2.2%	1.1%	?	11.2	0.9	-15.5%	-1.8%	0.5%
N#Cc1ccc(C(=O)NC23CC4CC(CC(C4)C2)C3)cc1	i	0.2%	-3.3%	12.4%	0.7	-7.0	6.3%	-1.1%	-4.4%
O=C(CSc1nnnn1-c1ccccc1)c1ccc(O)cc1O	-41.3%[inhibitor]	-3.2%	-21.9%	?	1.2	2.1	9.9%	8.6%	0.9%
CCC/C(=N\NC(=O)CNC(=O)/C=C/c1ccco1)c1ccccc1	-7.6%	11.7%	-20.7%	?	-20.6	-21.8	-11.5%	3.4%	-9.9%
O=C(NC1CCCCC1)C1CCN(S(=O)(=O)c2cccc3nonc23)CC1	-0.1%	-16.6%	-18.5%	-1.3%	0.1	-7.0	-1.7%	5.4%	-1.7%
COCCCNC(=O)c1ccc2nc(CCc3ccccc3)oc2c1	i	-7.2%	13.3%	/	/	10.9	0.0%	/	/
O=C(O)/C=C/C(=O)NNc1ccc([N+](=O)[O-])cc1	i	?	8.91µM*	-1.0%	?	-16.6	-8.5%	0.2%	8.7%
Fc1ccc(NC(=S)NCCN2CCOCC2)cc1	-6.8%	-22.1%	-16.7%	6.1%	13.6	-9.4	-4.0%	-0.4%	-0.1%
COc1ccc(-n2c(=O)c3c4c(sc3n(CC(=O)N3CCCCC3C)c2=O)CCC4)c(OC)c1 (stereo unspecified)	7.3%	-2.9%	-4.1%	/	/	1.6	11.8%	/	/
COc1ccc(/C=C/C(=O)Nc2cc(C(F)(F)F)ccc2Cl)cc1OC	-15.6%	-9.8%	?	20.6µM*	1.6	-1.8	?	-4.1%	0.0%
COc1ccc(NC(=O)Cn2c(SCc3ccc(F)cc3)nc3cccnc32)cc1OC	-45.0%[inhibitor]	-6.2%	-10.1%	/	/	3.2	8.7%	/	/
O=C(CCCO)NNc1c2ccccc2nc2ccccc12	i	0.3%	40.1%[activator]	1.8%	-0.6	10.6	-2.7%	8.7%	0.4%
COc1cc(OC)c(/C=N/NC(=O)c2ccc(Cn3nc([N+](=O)[O-])cc3C)cc2)c(OC)c1	i	5.0%	19.9%	13.5%	2.2	9.0	16.9%	13.8%	?
O=C(NC1CCCCC1)C(c1ccc(F)cc1)N(Cc1cccs1)C(=O)CN1C(=O)c2ccccc2S1(=O)=O (stereo unspecified)	i	2.4%	7.4%	?	-11.9	6.5	-13.4%	-6.8%	-5.1%
O=C(CSc1nnc(-c2cccc(F)c2)o1)Nc1nncs1	-22.5%	-2.5%	34.9%[activator]	4.8%	12.3	1.7	25.8%	4.0%	-6.3%
CCOC(=O)c1cc(-c2ccccc2)sc1NC(=O)C(C)OC(=O)c1cccc(S(=O)(=O)N(C)C)c1 (stereo unspecified)	i	14.4%	30.6%[activator]	-2.0%	-0.9	1.4	8.2%	0.3%	2.8%
COc1ccc(C(=O)NC(c2ccc(Cl)cc2)c2cc(Cl)c3cccnc3c2O)cc1 (stereo unspecified)	-9.1%	0.7%	-9.7%	?	/	1.4	8.2%	/	/
CCOC(=O)c1c(NC(=O)COC(=O)CNC(=O)c2ccco2)sc(C(C)=O)c1C	i	-1.6%	36.2%[activator]	-22.1%	-11.2	6.6	11.7%	-4.6%	3.5%
CSc1n[nH]c(=O)n1-c1ccc(Cl)cc1	i	6.6%	3.0%	1.7%	1.4	6.5	-7.7%	0.3%	0.5%

In a second layout: entries from further up.
SMILES | PTHR1 agonist | GLP1R cytotox | GLP1R inv ag | KB-V1 MDR tox | D3 antag | DRD3 agonist | TDP43 rescue | GLP-1R agonist | aSyn yeast inh
O=C(NC1CCCCC1)C(c1ccc(F)cc1)N(Cc1cccs1)C(=O)CN1C(=O)c2ccccc2S1(=O)=O (stereo unspecified) | i | 2.4% | 7.4% | ? | -11.9 | 6.5 | -13.4% | -6.8% | -5.1%
COc1ccc(NC(=O)Cn2c(SCc3ccc(F)cc3)nc3cccnc32)cc1OC | -45.0%[inhibitor] | -6.2% | -10.1% | / | / | 3.2 | 8.7% | / | /

The results go on:
SMILES	PTHR1 agonist	GLP1R cytotox	GLP1R inv ag	KB-V1 MDR tox	D3 antag	DRD3 agonist	TDP43 rescue	GLP-1R agonist	aSyn yeast inh
CN1CCN(C(=O)/C=C/c2c(F)cccc2Cl)CC1	i	6.1%	0.0%	3.5%	-8.0	-6.6	3.4%	11.1%	-6.9%
O=S(=O)(c1cc(Cl)ccc1Cl)N1CCC2(CC1)OCCO2	i	2.4%	-28.0%	3.7%	2.0	12.0	?	6.7%	19.0%
O=S(=O)(N/N=C/c1ccc2c(c1)OCCO2)c1ccc(Cl)cc1	i	-20.4%	?	-6.2%	-19.6	3.3	-9.1%	-2.7%	0.7%
O=C(NCc1ccccn1)c1ccccc1OCc1ccc(F)cc1	i	8.0%	?	?	-13.3	-2.1	24.8%	12.1%	-6.1%
O=C(NCc1ccco1)C(c1ccccc1)N(C(=O)Cc1cccs1)c1ccccc1F (stereo unspecified)	i	-16.6%	?	?	1.8	-10.5	-0.1%	-6.2%	4.5%
COc1ccc(CCC(=O)Nc2ccc(S(=O)(=O)Nc3nccc(C)n3)cc2)cc1	-14.4%	-4.7%	12.7%	6.8%	-5.2	9.1	-12.3%	13.3%	7.9%
CN(C1CCCCC1)S(=O)(=O)c1ccc(S(=O)(=O)N(CC(=O)Nc2ccccc2)C2CC2)cc1	i	-7.5%	-23.9%	-17.2%	15.8	-14.4	9.4%	-2.4%	-2.5%
CCSc1nc2nccnc2c(=O)[nH]1	-16.6%	2.3%	11.4%	?	1.6	4.5	18.1%	-1.1%	11.4%
Cc1ccc(C(=O)CSc2nnnn2-c2ccccc2)o1	-12.1%	1.6%	5.2%	0.0%	5.3	9.5	-64.3%[inhibitor]	14.5%	-56.1%[inhibitor]
Cc1sc2ncnc(N3CCN(Cc4ccccc4)CC3)c2c1-c1ccccc1	-33.4%[inhibitor]	-9.1%	16.9%	10.3µM*	11.4	-6.3	-18.3%	-0.1%	1.9%

These rows are one share of the data (hit frequency here may not be typical).
